ASAP1 GAP inh: inhibitors of human ASAP1 ArfGAP activity | Q9ULH1 | 360,000 compounds, 0.19% hits | ASAP1-stimulated ARF1 GTP hydrolysis, GDP FP detection | inhibition, % at 16.5 µM | AID 624377; in the data active means inhibition above about 25%;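 further: 0% = vehicle with enzyme and substrate and 100% = no enzyme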
HGIII-sPLA2 inh: Blocks human group III sPLA2 activity; Q9NZ20; QFRET BODIPY PC-A2 liposome hydrolysis, fluorescence; inhibition, % at 12.2 µM; 370,000 compounds, 0.56% hits; AID 743126;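 active means inhibition above mean plus 3 SD of compounds lying within the high and low control bounds, cut at about 19% in these data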;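 further: 0% = median of test compound wells and 100% = no enzyme DMSO wells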
ARFGAP1 inh: inhibits rat ARF GTPase activating protein 1. inhibition, % at 16.5 µM. Arfgap1-stimulated ARF1 GTP hydrolysis, GDP FP detection. AID 651572. Q62848. 360,000 compounds, 0.26% hits;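 active means inhibition above a per-plate limit, mean inhibition of low control wells plus 3 SD, cut at about 25% in these data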;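 further: 0% = DMSO wells with enzyme and 100% = wells lacking Arfgap1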
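Material: rat Arfgap1 catalytic domain, aa 1-136; also added: human ARF1(Δ1-17)-GTP substrate; compound dosing: one concentration, 16.5 µM, DMSO 1.26%; incubation: GTP hydrolysis reaction 2 h at 25 °C; measured by: Tracer-displacement fluorescence polarization with EDTA stop, 620/688 nm; evaluation: % inhibition from polarization; repeats: one replicate per compound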
Tn6 DDE FP: DD(E)-Tn6 binding inhibition, primary FP screen; inhibition, % at 8.3 µM; Fibrin DD(E) TRITC-Tn6 fluorescence polarization displacement; 370,000 compounds, 0.21% hits; AID 720509;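 active means inhibition above a per-campaign cutoff: mean of compounds within control limits plus 3 SD, cut at about 15% in these data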;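 further: 0% = median of all compound wells on the plate and 100% = blocking peptide control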
GAA850 FXN act: increases GAA850 frataxin promoter reporter activity. 360,000 compounds, 0.56% hits. HEK293 lucGAA850 FXN promoter luciferase reporter, 24 h; percent of 10 µM SAHA response. activation, % at 6 µM;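 active means activation above the average of all compounds screened plus 3 SD, cutoff fixed separately per campaign, cut at about 7.5% in these data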;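 further: 0% = DMSO wells and 100% = 10 µM SAHA wells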
ADAM10 inh: inhibitors of human ADAM10. O14672. recombinant ADAM10, EDANS/DABCYL FRET peptide cleavage, 3 h. inhibition, % at 7 µM. 370,000 compounds, 0.62% hits;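 active means inhibition above a per-campaign cutoff equal to the mean of compounds falling between control-based bounds plus 3 SD, cut at about 20% in these data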;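 further: 0% = DMSO wells while the 100% control is not disclosed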
KLK7 zymogen act: activators of human kallikrein-7 zymogen | activation, % at 7 µM | AID 652039 | P49862 | 370,000 compounds, 0.9% hits | purified proKLK7, EDANS-DABCYL substrate fluorescence; 100% is mature enzyme control, 0% vehicle;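 active means activation above the mean of all tested compounds plus 3 SD, computed per campaign excluding outliers beyond control limits, cut at about 13% in these data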
GC-A act: GC-A (human) enzyme activation; HEK293 GC-A cells, cGMP TR-FRET, EC30 ANP; 0% at EC30 ANP, 100% saturating ANP; 370,000 compounds, 0.14% hits; activation, % at 10 µM; AID 1671463; in the data active means activation above about 40%
rCAG RNA binder: molecules binding r(CAG) RNA repeats; 370,000 compounds, 1.3% hits; AID 651821; inhibition, % at 3 µM; r(CAG) RNA repeat, TO-PRO-1 dye displacement fluorescence;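 active means inhibition above the plate cutoff, the mean of all test compounds on that plate plus 3 SD, cut at about 35% in these data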;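 further: 0% = DMSO alone and 100% = 100 µM mitoxantrone as full dye displacement; higher means more dye released from RNA so lower well fluorescence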
NPR2 activator: GC-B (human) receptor activation. P20594. HEK293-GC-B cells, CNP EC30, cGMP TR-FRET; 0% at EC30 CNP, 100% saturating CNP. activation, % at 10 µM. 370,000 compounds, 0.11% hits. AID 1920062;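 active means activation at 10 µM reaching about 35% in either raw or pattern-adjusted values, limit read from the data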
Target sequence (P20594 whole entry, looked up): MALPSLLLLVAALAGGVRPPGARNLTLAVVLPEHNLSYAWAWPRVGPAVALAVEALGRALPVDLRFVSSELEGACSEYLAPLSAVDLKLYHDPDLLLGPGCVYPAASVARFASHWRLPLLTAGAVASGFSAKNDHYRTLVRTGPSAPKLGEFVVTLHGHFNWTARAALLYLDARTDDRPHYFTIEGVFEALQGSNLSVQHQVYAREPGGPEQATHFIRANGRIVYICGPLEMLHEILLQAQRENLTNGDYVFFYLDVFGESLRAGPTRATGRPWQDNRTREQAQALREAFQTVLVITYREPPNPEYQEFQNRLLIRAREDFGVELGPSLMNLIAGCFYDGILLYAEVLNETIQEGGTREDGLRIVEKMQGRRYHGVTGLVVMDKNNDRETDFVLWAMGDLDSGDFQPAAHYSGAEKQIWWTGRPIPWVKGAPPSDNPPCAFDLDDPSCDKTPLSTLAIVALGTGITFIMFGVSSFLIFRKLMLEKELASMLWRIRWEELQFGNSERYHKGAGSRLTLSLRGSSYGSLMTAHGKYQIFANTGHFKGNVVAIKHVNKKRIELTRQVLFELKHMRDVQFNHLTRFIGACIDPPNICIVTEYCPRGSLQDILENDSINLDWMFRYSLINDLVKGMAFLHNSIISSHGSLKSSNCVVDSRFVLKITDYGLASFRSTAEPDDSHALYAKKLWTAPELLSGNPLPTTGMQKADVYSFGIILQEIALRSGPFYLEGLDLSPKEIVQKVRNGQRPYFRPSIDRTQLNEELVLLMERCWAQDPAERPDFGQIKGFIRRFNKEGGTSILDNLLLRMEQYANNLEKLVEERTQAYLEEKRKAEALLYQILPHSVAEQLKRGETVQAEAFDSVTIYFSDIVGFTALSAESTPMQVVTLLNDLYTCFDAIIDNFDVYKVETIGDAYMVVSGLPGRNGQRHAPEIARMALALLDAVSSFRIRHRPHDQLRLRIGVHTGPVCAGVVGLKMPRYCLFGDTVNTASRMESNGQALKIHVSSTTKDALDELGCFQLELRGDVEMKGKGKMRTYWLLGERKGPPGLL
The depositor's hits bear a star; i = inactive; . = not tested or not shown.

SMILES	ASAP1 GAP inh	HGIII-sPLA2 inh	ARFGAP1 inh	Tn6 DDE FP	GAA850 FXN act	ADAM10 inh	KLK7 zymogen act	GC-A act	rCAG RNA binder	NPR2 activator
COc1ccc(-c2cc(C)no2)cc1S(=O)(=O)Nc1ccc(NC(C)=O)cc1	-0.6	-0.7	-7.1	2.0	0.2	5.2	0.5	1.2	5.4	0.1
Cc1nc(S/C(=C/c2ccc(-c3ccc(Cl)cc3)o2)C(=O)O)n[nH]1	-0.8	7.1	4.2	0.9	0.6	-10.8	0.1	27.7	11.3	-2.1
CCCCCCSc1cccc(-c2nc3cc(C)ccn3c2NCc2ccccc2)c1	13.1	7.3	0.0	1.5	0.3	-105.7	-14.0	1.6	2.7	-1.5
COc1ccc(C(=O)NC(=S)N2CCOCC2)cc1OC	0.6	1.1	5.9	8.3	-0.1	-1.9	-0.3	1.2	0.6	-1.4
COC(=O)c1nc2n(n1)C(c1cccc(Cl)c1)C1=C(CCCC1=O)N2 (stereo not given)	2.3	5.3	-0.6	-2.0	0.2	-17.6	20.3*	-18.6	4.0	-15.3
CCC1(CC)NC(=O)N(CC(=O)OCC(=O)c2cc(C)c(C)cc2C)C1=O	-7.6	2.1	-0.9	8.0	-0.1	-6.2	-0.6	-3.7	-5.5	2.0
CCOC(=O)C(C)n1cnc2c(nnn2Cc2ccc(Cl)cc2)c1=O (stereo not given)	5.8	-5.1	13.2	-3.8	1.7	-3.4	-0.6	8.3	-4.1	4.8
O=S(=O)(c1cc(F)ccc1F)N1CCN2CCCC2C1 (stereo not given)	-0.9	0.0	1.5	-4.7	1.0	-2.4	-0.7	3.7	-0.7	4.3
Cc1ccc(S(=O)(=O)N(C)c2c(C)ccc(S(=O)(=O)Nc3ccncc3)c2C)cc1	-9.8	-58.8	-13.0	-5.3	3.7	11.4	0.0	0.0	9.3	1.8
O=C(NCCc1cccs1)C1CC(c2ccccc2[N+](=O)[O-])=NO1 (stereo not given)	4.8	-4.1	6.5	-9.4	5.6	1.3	0.1	1.7	-2.7	0.4
Cc1ccc(SC(C)C(=O)NCC(C)C)cc1 (stereo not given)	0.6	9.4	6.9	4.5	2.8	-7.0	0.8	-1.5	-5.1	-1.4
O=C(CSc1nnc(COc2ccc(Br)cc2)o1)N1CCOCC1	-2.3	-4.4	-3.9	4.4	1.0	5.9	-0.7	8.4	-3.0	3.6
O=C1C2CCCN2C(=O)N1CCCCN1CCN(c2ccccc2)CC1 (stereo not given)	-4.5	17.8	-9.3	-8.0	-0.9	-7.7	-0.7	-0.8	-3.9	4.2
CCOC(=O)Cc1cc(=O)[nH]c(Nc2nc3ccccc3o2)n1	-17.3	-6.9	0.2	-4.1	0.9	6.1	-0.5	1.8	12.5	1.1
CC(C)(C)c1ccccc1NC(=O)NC1CCN(Cc2c(F)cccc2Cl)CC1	6.3	-0.9	11.3	4.9	2.2	1.0	0.2	4.6	-5.4	1.9
CC/C(=N\NC(=O)c1ccc(CN(C)S(=O)(=O)c2ccc(C)cc2)cc1)c1ccc(OC(F)F)cc1	-4.4	-0.8	4.2	-3.5	-1.5	3.0	0.4	1.2	5.4	3.5
CC1CCCC(C)N1C(=O)COC(=O)c1ccc2c(c1)OCO2 (stereo not given)	-10.6	-0.9	-2.2	-0.9	5.2	9.2	-0.6	6.5	3.0	3.5
O=C(CSC1=NC(=O)C(Cc2ccccc2)C(=O)N1)Nc1ncc(Br)cc1Br (stereo not given)	-1.5	4.8	-5.4	1.5	0.6	-0.4	1.0	1.1	3.1	2.6
O=C(NCCCN1CCOCC1)c1ccc(NS(=O)(=O)c2ccccc2)cc1	-8.7	2.5	0.2	-3.1	0.5	-7.4	-0.8	3.4	-3.4	8.5
CCOC(=O)c1cnc2cc(C)ccn2c1=O	-18.1	3.9	-3.6	7.5	1.9	i	0.4	0.9	0.4	0.8
CC(=O)N1CCN(CC(c2ccccc2)c2ccccc2)CC1	-10.7	8.2	1.1	-2.0	1.2	1.1	0.6	-3.5	-8.0	3.7
CC(CCc1ccccc1)NC(=O)CN(C)Cc1ccc(F)cc1 (stereo not given)	7.2	-4.1	19.0	-2.7	2.3	-1.3	-0.1	0.6	-1.5	-0.3
COc1cccc(OC)c1NC(=O)CN(C)S(=O)(=O)c1ccc2c(c1)OCCO2	-0.5	3.3	-2.7	2.9	1.3	-2.4	0.4	0.3	-1.6	1.8
O=C(NCc1ccccc1)c1c(O)c2ccccc2[nH]c1=O	-0.7	-2.0	8.0	-0.8	0.8	2.4	0.3	2.1	2.4	5.6
O=c1[nH]ncc(N2CCCCC2)c1Cl	-7.5	-5.3	0.6	-1.3	2.2	-3.9	0.1	-0.8	-1.4	3.0
O=C(NCC(c1cccs1)N1CCOCC1)c1cc(-c2ccc(F)cc2)nc2ccccc12 (stereo not given)	13.3	-14.5	-3.7	1.1	-1.5	-19.3	-0.2	0.3	0.7	-6.1
Cc1oc(-c2ccc(Cl)cc2)nc1CS(=O)CC(=O)NCc1ccco1 (stereo not given)	8.2	-3.4	-9.8	-9.2	-0.5	1.9	0.1	18.4	0.4	2.1
COCCNS(=O)(=O)c1ccc(SC)cc1	-5.2	10.9	-7.5	3.7	1.0	-3.7	-0.1	6.3	-2.4	1.1
CC(=O)NCCNC(=O)Cn1nnc(-c2ccccc2)c1COc1ccc2ccccc2c1	-1.6	-16.3	-2.9	-1.8	2.2	3.6	0.4	2.4	1.6	2.9
COc1cccc(CNC(=O)[C@@H]2CCCN2C(=O)[C@H]2CCCCN2)c1	-2.6	5.6	5.7	0.7	.	-1.4	-0.2	3.5	1.5	5.3
CCc1ccc(OC2=NS(=O)(=O)c3ccccc32)cc1	-6.7	-1.6	-6.6	6.2	2.3	-5.6	-0.2	3.2	-1.3	6.7
COc1cccc(/C=N/NC(=O)c2nc(-c3ccccc3)cc(-c3ccccc3)n2)c1	4.5	0.0	2.4	-4.2	-0.9	1.6	-0.9	-1.0	1.7	8.4
Cn1c(Cc2csc(N)n2)nnc1SC/C=C/c1ccccc1	-1.7	6.6	-5.0	-0.4	-1.0	10.1	-0.6	-0.5	0.2	-0.3
O=C(OCC#CCSc1nnc(-c2cccc3ccccc23)o1)c1sccc1Cl	.	0.2	.	-0.6	.	-3.4	.	-2.7	.	-2.5
Cn1c(=O)[nH]c(=O)c2c1nc(N)n2Cc1ccccc1	-8.9	4.1	-5.3	-3.7	1.3	-3.6	-0.8	-4.4	1.4	0.6
C#CCOCCOCCOCCNc1nc(N2CCN(C(=O)Cn3cc(CCCN=C(N)N)nn3)CC2)nc(N2CCN(C(=O)Cn3cc(CC(C)O)nn3)CC2)n1 (stereo not given)	8.7	-3.9	2.7	0.8	-1.1	12.7	0.1	0.9	-7.4	2.9
CCOCCCn1c(=S)[nH]c2cc(C(=O)N3CCN(C4CCCCC4)CC3)ccc2c1=O	-5.5	6.1	7.1	-2.6	-0.6	-2.7	0.4	0.1	-6.1	3.9
CCc1cccc(CC)c1NC(=O)COC(=O)/C(C#N)=C/c1ccc(OC)cc1	1.8	4.5	12.7	-0.2	-0.5	-4.8	-6.3	-2.8	2.8	-2.7
Cc1ccc(NC(=O)CCc2c(C)nc3ncnn3c2C)nc1	-2.7	4.2	1.0	-9.5	-0.8	-0.2	-0.2	5.7	-2.5	7.2
Cc1ccc(S(=O)(=O)N2C(=O)[C@@H]3Cc4ccccc4CN3C2=O)cc1	9.8	-0.8	-3.5	-0.7	4.4	3.1	0.2	-4.2	-2.0	1.1
CC(=O)Nc1ccc(S(=O)(=O)NCC(=O)OCC(=O)NC23CC4CC(CC(C4)C2)C3)cc1	-8.1	-6.4	-9.6	-5.0	2.3	-8.0	0.0	-0.6	-1.1	-4.5
C/C(=N\NC(N)=S)c1cc(-c2ccccc2)c(-c2ccccc2)s1	-2.5	-1.4	16.2	-6.0	3.3	8.3	-4.4	-16.6	12.1	-10.8
CCN(C(=O)c1cn(CC)c(=O)c2cc(OC)c(OC)cc12)c1ccccc1C	-8.7	-1.8	1.7	7.2	0.5	1.3	0.5	7.6	-10.4	8.8
CCOC(=O)C1=C(O)C(=O)NC(c2ccccc2)=C(OCC)C1	-10.6	0.2	-3.2	-3.9	4.8	-72.4	-3.9	-2.8	-6.1	-1.7
O=C(COC(=O)CN1C(=O)c2ccccc2C1=O)NC1CCCC1	2.1	9.2	6.4	5.3	3.4	-5.6	-0.5	1.4	0.3	-2.0
O=C(C1CC(=O)N(c2ccc(F)cc2)C1)N1CCOCC1 (stereo not given)	-3.6	3.4	-2.3	-3.1	-0.9	-6.6	-0.7	3.8	-0.2	2.9
COc1ccc(OCCC(=O)NCc2ccccc2)cc1	-3.7	2.2	6.9	0.9	2.7	6.5	-1.2	0.8	0.7	-1.2
Cc1ccc(OCC(=O)Nc2ccc(C)c(S(=O)(=O)N3CCCCCC3)c2)c([N+](=O)[O-])n1	0.9	-19.9	2.2	-0.3	1.5	3.9	0.3	0.4	4.2	-0.1
C[C@@H](CN=[N+]=[N-])CN1CC[C@H](NC(=O)OCc2ccccc2)CCC1=O	-3.2	3.8	-15.7	3.1	-0.1	-3.2	-0.1	-1.2	-9.4	-1.9
CCCN1C(=O)C(NC(C)=O)c2ccccc21 (stereo not given)	16.5	-1.3	-3.2	-18.0	1.1	-8.3	-0.2	-8.1	-1.2	3.4

The results go on.
SMILES	ASAP1 GAP inh	HGIII-sPLA2 inh	ARFGAP1 inh	Tn6 DDE FP	GAA850 FXN act	ADAM10 inh	KLK7 zymogen act	GC-A act	rCAG RNA binder	NPR2 activator
O=C(Nc1nccs1)c1ccc(NC(=O)C2CC=CCC2C(=O)O)cc1 (stereo not given)	-1.8	-1.4	13.7	-3.5	1.7	-1.9	0.1	-6.2	0.0	-2.7
CC1CC(C)CN(C(=O)CCCNC(=O)c2ccc(Cl)cc2)C1 (stereo not given)	-1.7	5.9	3.1	8.6	0.2	-2.4	-0.9	2.6	-10.2	-2.4
NS(=O)(=O)c1ccc(CNC(=O)c2ccc(Cl)c([N+](=O)[O-])c2)cc1	2.5	3.4	-5.4	8.3	-2.8	-1.5	-0.1	0.1	-2.2	-2.2
Cc1ccc(OCC(O)CNC2CCCC2)cc1C (stereo not given)	9.2	-3.5	3.5	7.5	0.9	1.5	0.2	-3.5	5.2	2.2
COc1ccccc1OCC(=O)Nc1nonc1NC(=O)COc1ccccc1OC	0.2	-12.2	8.6	-8.2	0.4	9.5	-0.8	-0.2	6.8	1.0
CCCCCCNC(=O)O[C@H]1Cn2c(=O)n(CCCCCC)c(=O)n2[C@@H]2CN(S(=O)(=O)c3ccc(C)cc3)C[C@]12O	5.2	-17.7	-3.4	-4.7	1.7	20.4*	0.0	-8.4	6.0	-7.6
O=C(NC1CC1)c1cccc(NC(=O)c2cc(S(=O)(=O)N3CCOCC3)ccc2Cl)c1	0.3	2.5	-7.2	-1.9	0.9	-4.4	-0.3	-1.8	1.2	1.4
